NR2F2 inh – blocks human COUP-TFII nuclear receptor; AID 686940; inhibition, % at 8.6 µM; hit rate 0.7% among 370,000; HEK293T NGFI-A luciferase reporter, luminescence;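 active = inhibition above a per-plate cutoff, mean inhibition of test wells between control levels plus 3 SD, cut at about 38% in these data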;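 also: cells cotransfected with COUP-TFII expression vector driving the NGFI-A reporter; 0% = median of COUP-TF2 test wells and 100% = reporter-only cells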
Target sequence (P24468 whole entry, looked up): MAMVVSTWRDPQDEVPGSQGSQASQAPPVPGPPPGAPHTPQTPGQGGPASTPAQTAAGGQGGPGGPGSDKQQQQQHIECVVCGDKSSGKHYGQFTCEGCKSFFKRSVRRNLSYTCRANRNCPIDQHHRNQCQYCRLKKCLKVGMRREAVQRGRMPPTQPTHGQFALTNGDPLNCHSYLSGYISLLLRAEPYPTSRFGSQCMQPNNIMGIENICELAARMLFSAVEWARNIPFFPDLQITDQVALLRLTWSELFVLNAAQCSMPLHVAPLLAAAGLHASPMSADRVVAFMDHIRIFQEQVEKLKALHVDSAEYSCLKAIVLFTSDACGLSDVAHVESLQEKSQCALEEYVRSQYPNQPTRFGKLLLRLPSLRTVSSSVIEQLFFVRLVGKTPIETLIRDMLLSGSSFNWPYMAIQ
SRC3 inh – inhibitors of human steroid receptor coactivator 3 (SRC3); Q9Y6Q9; HEK293 GAL4-SRC3 luciferase reporter, luminescence; inhibition, % at 3.6 µM; hit rate 0.17% among 360,000; AID 588352;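 active = inhibition above a per-campaign cutoff, the mean of all compounds plus 3 SD, cut at about 60% in these data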;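 also: 0% = DMSO-treated cells and 100% = gossypol-treated cells at 36 µM; higher means less SRC3-driven luciferase light from the GAL4 reporter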
LRH-1 inv ag – NR5A2 inverse agonism in reporter assay; O00482; hit rate 0.13% among 360,000; HEK293T StAR-luciferase reporter, LRH-1 transfected, 24 h; inhibition, % at 3.6 µM;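 active = inhibition above the mean inhibition of all tested compounds plus 3 SD, cut at about 73% in these data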;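 also: 0% = DMSO wells and 100% = reporter-only cells lacking LRH-1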
Target sequence (O00482 whole entry, looked up): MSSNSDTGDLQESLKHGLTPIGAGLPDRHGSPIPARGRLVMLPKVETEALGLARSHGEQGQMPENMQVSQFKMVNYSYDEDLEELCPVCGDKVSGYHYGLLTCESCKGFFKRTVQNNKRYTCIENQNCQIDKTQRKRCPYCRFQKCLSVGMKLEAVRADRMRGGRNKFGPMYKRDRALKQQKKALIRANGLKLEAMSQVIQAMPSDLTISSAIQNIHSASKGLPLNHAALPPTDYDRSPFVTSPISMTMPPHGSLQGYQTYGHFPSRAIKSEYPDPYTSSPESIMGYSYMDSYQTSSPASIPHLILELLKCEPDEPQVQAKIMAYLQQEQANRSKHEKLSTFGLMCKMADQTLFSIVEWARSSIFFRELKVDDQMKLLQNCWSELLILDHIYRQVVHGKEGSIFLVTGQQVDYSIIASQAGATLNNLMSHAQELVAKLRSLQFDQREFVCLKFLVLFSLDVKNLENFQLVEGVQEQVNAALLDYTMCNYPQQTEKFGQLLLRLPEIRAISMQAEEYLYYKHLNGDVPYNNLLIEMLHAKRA
EBV LMP1 NFkB – inhibitors of Epstein-Barr LMP1-induced NF-kappaB reporter; inhibition, % at 12.5 µM; LMP1-induced NF-kappaB luciferase reporter cells, luminescence; hit rate 0.69% among 350,000; in the data active = inhibition above about 41%;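 also: 0% = neutral control wells and 100% = reference inhibitor control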
KKLEB cytotox – counter-screen for CF NF-kB inhibitors: cytotoxicity | hit rate 0.36% among 360,000 | KKLEB CF airway cells viability, ATPlite luminescence, overnight; stronger effect = lower value; cells stimulated with P. aeruginosa culture filtrate | activity change (cytotoxicity), % at 5 µM | AID 602141;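 active = corrected activity change at or below -50% at 5 µM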
CF NFkB block – cystic fibrosis NF-kB activation inhibition. KKLEB NF-kB-GFP reporter, PAF-induced, GFP fluorescence overnight. inhibition, % at 5 µM. hit rate 0.86% among 360,000;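 active = at least 50% inhibition at 5 µM, scaled per plate between neutral and stimulator controls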;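 also: PAF is a Pseudomonas aeruginosa culture filtrate used as stimulus; plate controls were PAF-stimulated DMSO wells for no effect and unstimulated DMSO wells for full effect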
TWEAK-Fn14 inh – blocks TWEAK-Fn14 interaction in a reporter cell assay. inhibition, % at 10 µM. TWEAK-stimulated Fn14 reporter cells, luciferase luminescence, 8 h. hit rate 2% among 360,000; in the data active = inhibition above about 50%
SRC2 inh – human SRC2 (NCOA2) inhibition. Q15596. HEK293 GAL4-SRC2 luciferase reporter, luminescence. inhibition, % at 9 µM. hit rate 0.17% among 370,000. AID 651957;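 active = inhibition above the mean inhibition of all tested compounds plus 3 SD, set per campaign, cut at about 52% in these data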;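 also: 0% = DMSO treated cells and 100% = cells given Gossypol at 36 µM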
TROY NFkB inh – TROY signaling inhibition; inhibition, % at 10 µM; Q293 LMP1-TROYcd NF-kB luciferase reporter, 4 h; hit rate 0.98% among 360,000;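 active = compounds whose plate-normalised and pattern-corrected inhibition of the luciferase reporter signal at the single screening dose is 50% or more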
SRC1 inh – inhibits human SRC1 coactivator. Q15788. HEK293 GAL4-SRC1 luciferase reporter, luminescence. inhibition, % at 3.6 µM. hit rate 0.12% among 360,000;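 active = inhibition above the campaign mean plus 3 SD, with each screening campaign given its own cutoff, cut at about 60% in these data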;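 also: 0% = DMSO treated cells and 100% = gossypol at 36 µM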
C8 TRAIL sens – caspase-8 TRAIL sensitization; NB7+C8 cells + TRAIL, ATPlite viability luminescence; hit rate 1% among 360,000; inhibition (viability loss, TRAIL sensitization), % at 10 µM; AID 624354;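 active = compounds causing at least 50% loss of cell viability in the single-dose screen, relative to plate controls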
* hit, by the source's call; / = no result given.

1	CCOc1ccc(NC(=O)Nc2ccc(N(C)C(C)=O)cc2)cc1
2	N#CCC(=O)Nc1ccc(C(=O)NCc2ccccn2)cc1
3	COc1cccc(Nc2nc(-c3ccc(O)cc3)cs2)c1
4	O=S(=O)(NC1CCCC1)c1ccc(Br)s1
5	COc1ccc(N2C(=O)/C(=C/c3ccc([N+](=O)[O-])cc3)N=C2C)c(OC)c1
6	Cc1ccc(NC(=O)COc2ccc(/C=C3/SC(=Nc4ccccc4)N(Cc4cccnc4)C3=O)cc2)cc1
7	O=C(NCc1ccc2c(c1)OCO2)C1CCCCC1
8	CC1(C2CC2)NC(=O)N(CC(=O)Nc2ccc(OC(F)F)cc2)C1=O (stereo not drawn)
9	O=C(CCc1ccccc1)Nc1cc(C(F)(F)F)ccc1Cl
10	Cc1cccc(CNC(=O)C(C)n2nc(C)c3c(C)n(-c4ccccc4)nc3c2=O)c1 (stereo not drawn)

Screen / compound no.,1,2,3,4,5,6,7,8,9,10
NR2F2 inh,-34.0,-10.1,-37.2,-2.4,-12.4,-2.9,-10.2,-1.8,0.2,-6.7
EBV LMP1 NFkB,4.0,-5.8,-46.3,0.2,-4.9,-53.8,-1.8,-1.1,1.0,7.4
SRC1 inh,-19.6,5.9,-42.9,-18.0,-32.2,3.0,-19.2,-4.0,-18.1,-8.2
KKLEB cytotox,-14.3,-1.4,9.3,-8.2,1.1,-0.4,0.8,11.5,-4.0,-7.5
LRH-1 inv ag,10.6,2.8,-34.6,-1.8,19.4,12.7,-38.0,6.9,-6.3,13.2
SRC2 inh,-10.3,-6.4,-37.5,11.7,-15.1,-17.3,-64.5,-13.7,-20.1,32.3
TWEAK-Fn14 inh,5.6,11.9,0.8,26.6,24.7,-115.5,-1.7,1.0,-3.2,-1.6
C8 TRAIL sens,-1.0,-0.9,-1.3,-5.9,23.7,15.9,13.0,-5.9,19.4,4.9
CF NFkB block,5.0,10.2,3.9,6.5,3.9,-9.7,2.9,-17.2,-4.6,-1.0
SRC3 inh,15.3,-6.8,-82.7,16.1,14.0,-4.0,-48.6,1.1,-51.5,26.7
TROY NFkB inh,-8.8,20.9,-59.1,5.8,-2.5,5.7,-18.2,-25.4,-17.5,-4.7

11	O=C(NCc1cccs1)C(=O)NCC(c1ccco1)N1CCN(c2ccccc2F)CC1 (stereo not drawn)
12	COc1ccc(C(=O)NN(C)c2nc(C(F)(F)F)nc3ccccc23)cc1
13	O=C(COc1ccccc1)N1CCN=C1SCc1ccccc1
14	N#CC1=C(N)Oc2cc(N)ccc2C1c1ccc(F)cc1 (stereo not drawn)
15	Cc1cc(=O)c(C(=O)O)nn1-c1ccccc1F
16	CCOc1cc(/C=C2\C(=N)N3N=C(N4CCCCC4)SC3=NC2=O)ccc1OC(=O)c1ccco1
17	O=C(NC1CCCC1)C(c1ccncc1)N(CCCN1CCOCC1)C(=O)c1ccc(-c2ccccc2)[nH]1 (stereo not drawn)
18	Cc1ccc(NC(=O)/C(=C\C=C\c2ccccc2)NC(=O)c2ccccc2)cc1
19	CC1(C)C2CCC1(CS(=O)(=O)Nc1cccc(S(N)(=O)=O)c1)C(=O)C2 (stereo not drawn)
20	Cc1ccc(C)c(-c2cc(C(=O)Nc3cccc(C(=O)O)c3)c3ccccc3n2)c1

Screen / compound no.,11,12,13,14,15,16,17,18,19,20
NR2F2 inh,-7.6,-56.3,6.8,-17.4,3.2,-1.3,-0.5,-9.2,-19.9,11.2
EBV LMP1 NFkB,0.9,8.9,3.1,2.9,-8.4,-18.1,1.6,3.1,/,-3.0
SRC1 inh,9.6,4.5,-2.7,-17.9,-4.4,-11.0,-9.7,-5.9,4.7,-5.3
KKLEB cytotox,-0.9,-8.1,4.0,5.2,5.3,11.6,-12.2,-10.8,-2.8,4.9
LRH-1 inv ag,-2.1,16.6,15.4,-13.9,14.8,8.5,5.0,8.4,-4.0,-7.3
SRC2 inh,11.7,29.6,-15.8,-11.3,-2.0,0.7,15.0,6.4,2.2,-15.9
TWEAK-Fn14 inh,5.6,52.3*,-19.5,31.3,41.5,-18.4,2.2,10.7,-3.9,-22.6
C8 TRAIL sens,-4.2,-31.9,9.3,10.3,-0.7,-3.7,1.9,-4.3,-15.9,-7.9
CF NFkB block,-9.1,74.6*,20.8,9.7,-7.0,-25.4,9.1,1.8,-8.9,-4.2
SRC3 inh,22.8,37.7,11.8,7.1,6.5,-3.5,-7.9,-12.2,7.2,-23.5
TROY NFkB inh,20.8,54.8*,9.7,14.8,0.1,0.7,-7.1,15.5,0.5,-5.4

21	CN(C(=O)COC(=O)c1nc(Cl)ccc1Cl)c1ccccc1
22	O=C(CNC(=S)N(Cc1ccccc1F)C1CCCCC1)NCCN1CCOCC1
23	CC(C)C[C@@H](CN1CCCC1CN1C(=S)NC[C@@H]1Cc1ccc(O)cc1)N1C[C@H](Cc2ccc(O)cc2)N(CC2CCCCC2)C1=S (stereo partly drawn)
24	CC(C)(C(=O)N1CCC1(C)C(=O)Nc1ccccc1Br)c1ccccc1 (stereo not drawn)
25	O=C(COC(=O)CNC(=O)c1cccc([N+](=O)[O-])c1)Nc1ccccc1OC(F)F
26	O=C1[C@H]2[C@@H](c3ccc(F)cc3)N3C(=O)N(c4ccc(Br)cc4)C(=O)[C@@]3(Cc3ccccc3)[C@H]2C(=O)N1C1CCCCC1
27	C=CCn1c(SCC(=O)Nc2ccccc2C)nc2sc(C)c(C)c2c1=O
28	NS(=O)(=O)c1cccc(NC(=O)COC(=O)CCSc2ccccc2)c1
29	CN(CCc1ccccn1)Cc1ccc(Cl)cc1
30	CC(C)Cn1c(N)c(C(=O)COC(=O)Cc2cccs2)c(=O)n(C)c1=O

Screen / compound no.,21,22,23,24,25,26,27,28,29,30
NR2F2 inh,7.2,-8.8,5.0,-0.2,8.2,11.3,22.5,7.8,12.8,9.9
EBV LMP1 NFkB,-3.2,-2.0,3.9,/,-6.7,6.7,0.4,-0.6,-0.7,6.5
SRC1 inh,-1.2,-84.4,4.7,-3.8,-4.5,-0.8,-31.1,4.3,8.6,-1.4
KKLEB cytotox,-3.3,6.0,-17.7,0.7,2.6,-4.3,-3.2,6.5,-15.8,8.2
LRH-1 inv ag,4.8,9.9,-30.2,-0.7,-1.0,3.4,8.3,9.5,-0.9,2.1
SRC2 inh,-2.0,-15.3,-32.2,12.9,0.3,-10.4,-1.7,11.4,-34.6,11.3
TWEAK-Fn14 inh,-1.8,-7.8,55.9*,1.5,-9.9,16.3,9.2,-22.6,5.2,-2.7
C8 TRAIL sens,15.9,9.5,23.9,-2.2,-1.4,25.1,-4.1,-10.7,-6.0,-6.5
CF NFkB block,-3.3,1.1,58.6*,-15.4,-8.0,13.1,-2.8,1.1,-1.1,-0.2
SRC3 inh,-2.8,2.2,-8.6,4.5,-6.5,-4.0,4.0,19.8,-4.4,-14.4
TROY NFkB inh,1.1,-3.2,17.1,5.4,-0.4,-1.1,1.3,14.7,14.7,16.8

31	CC(C)OC(=O)c1cccc(C(=O)Nc2cccc(NC(=O)c3cccc(C(=O)OC(C)C)n3)n2)n1
32	CC1CCc2c(sc(NC(=S)NC(=O)c3ccccc3)c2C#N)C1 (stereo not drawn)
33	O=C1NC[C@@H]2CCCN2C1=O
34	N#C/C(=C(/O)COc1ccc(Cl)cc1)c1nc2ccccc2s1
35	CC(C)Oc1ccc(C(=O)NC2CCN(Cc3ccccc3)CC2)cc1
36	CCCCC(=O)Nc1nc(C)c(-c2csc(Nc3cc(Cl)ccc3OC)n2)s1
37	S=C(Nc1ccccc1)Nc1nc2ccccc2n1CCOc1ccc(Cl)cc1
38	COC(=O)c1c(N)sc2c1CCN(c1ncc(C(F)(F)F)cc1Cl)C2
39	COc1cc(C2N(c3ccccc3)CCN2c2ccccc2)ccc1OC(C)=O
40	CC(=O)c1sc(NC(=O)CCNC(=O)c2ccco2)nc1-c1ccccc1

Screen / compound no.,31,32,33,34,35,36,37,38,39,40
NR2F2 inh,-1.4,-15.0,-17.8,-3.4,35.3,-1.7,-8.1,5.6,-8.5,6.8
EBV LMP1 NFkB,7.5,-19.2,/,5.1,0.5,-2.6,17.2,-6.3,13.2,-1.0
SRC1 inh,-4.0,-38.2,/,-19.1,-35.7,-10.6,4.1,8.5,-29.7,8.9
KKLEB cytotox,-4.0,-12.0,/,-34.4,7.8,-8.4,13.2,-2.2,1.7,-0.7
LRH-1 inv ag,4.4,-70.5,-6.2,-6.9,10.7,-5.6,3.1,7.3,-10.0,13.9
SRC2 inh,-0.5,-30.3,-9.4,6.6,17.8,-11.8,3.2,0.1,-30.1,11.6
TWEAK-Fn14 inh,33.4,-28.9,12.6,41.9,14.1,-2.2,-18.8,-6.1,-13.4,21.1
C8 TRAIL sens,2.3,17.2,1.7,-4.6,-9.8,-1.9,-15.1,15.3,-7.8,-11.3
CF NFkB block,56.6*,-1.9,/,50.4*,-11.6,18.1,17.7,-15.0,-1.3,6.4
SRC3 inh,10.8,-23.6,/,6.0,-8.5,9.5,7.9,-18.1,-19.2,12.6
TROY NFkB inh,11.1,-31.8,-12.0,34.2,-1.0,-6.5,15.5,6.3,-17.5,13.6

One compound at a time (already shown). Values in the order: NR2F2 inh | EBV LMP1 NFkB | SRC1 inh | KKLEB cytotox | LRH-1 inv ag | SRC2 inh | TWEAK-Fn14 inh | C8 TRAIL sens | CF NFkB block | SRC3 inh | TROY NFkB inh
S=C(Nc1ccccc1)Nc1nc2ccccc2n1CCOc1ccc(Cl)cc1 is entered as -8.1 | 17.2 | 4.1 | 13.2 | 3.1 | 3.2 | -18.8 | -15.1 | 17.7 | 7.9 | 15.5
CCCCC(=O)Nc1nc(C)c(-c2csc(Nc3cc(Cl)ccc3OC)n2)s1 is entered as -1.7 | -2.6 | -10.6 | -8.4 | -5.6 | -11.8 | -2.2 | -1.9 | 18.1 | 9.5 | -6.5
CC(C)Oc1ccc(C(=O)NC2CCN(Cc3ccccc3)CC2)cc1 is entered as 35.3 | 0.5 | -35.7 | 7.8 | 10.7 | 17.8 | 14.1 | -9.8 | -11.6 | -8.5 | -1.0
